LYP inhibition – PTPN22 lymphoid phosphatase activity blockers – biochemical, fluorescence intensity, uHTS (AID 1779); recombinant LYP phosphatase, fluorescence intensity; higher % means a stronger effect; inhibition, % at 11.5 µM; hits with a dose series show IC50 in µM; 290,000 compounds, 0.054% hits;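 note: plate controls were vehicle with enzyme for no effect and no enzyme for full effect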
M1AAP inhibition – malaria alanyl aminopeptidase activity blockers – biochemical, fluorogenic H-Leu-NHMec substrate, 1536-well (AID 1445) | recombinant M1AAP, H-Leu-NHMec fluorogenic kinetic assay; higher % means a stronger effect | inhibition, % at 30 µM, or IC50 in µM where a hit was titrated | 220,000 compounds, 0.42% hits;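 active = primary inhibition above the hit cutoff, then over 50% inhibition at one or more dose response concentrations, cut at about 23% in these data, passing the limit was not always enough; inconclusive = conflicting primary data, or primary hits not chosen for dose response; inactive = low primary inhibition, or under 50% at every dose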;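 note: plate controls were DMSO full reaction for no effect and no enzyme background for full effect; strong numbers were not always called active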
SIAH1 antagonists – blockers of Siah-1 interaction with plectin peptide – biochemical, fluorescence polarization, rhodamine-plectin, uHTS, primary screen (AID 1817). Siah-1 / rhodamine-plectin peptide fluorescence polarization; higher % means a stronger effect. displacement, % at 20 µM, or IC50 in µM where a hit was titrated. 290,000 compounds, 0.02% hits;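 active = displacement of at least 50% at 20 µM, with a fluorescence ratio check between 0.3 and a set limit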;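 note: plate controls were Siah plus tracer with DMSO for no effect and tracer alone without Siah for full effect; strong numbers were not always called active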
AID2073 – disruptors of CaV2.2 binding to Mint1 – biochemical, HTRF (AID 2073); inhibition, % at 20 µM; hits with a dose series show IC50 in µM; HTRF protein-protein interaction, Mint1-CaV2.2; higher % means a stronger effect; 290,000 compounds, 0.19% hits; in the data active = inhibition mostly above about 51%, no sharp cut-off; inconclusive = no clear call, values can overlap the other calls; inactive = mostly below about 53%; note: some results filed as inactive read as strong as hits
human PMI inhibition – inhibitors of human PMI, primary screen, biochemical, fluorescence intensity, coupled assay (AID 1209). 190,000 compounds, 0.42% hits. inhibition, % at 20 µM; hits with a dose series show IC50 in µM. purified PMI enzyme, coupled fluorescence intensity; higher % means a stronger effect;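 note: plate controls were DMSO vehicle for no effect and wells lacking substrate for full effect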
human PMI inhibitors – human PMI inhibitors, high substrate, primary screen, biochemical, fluorescence intensity, high mannose 6-phosphate (AID 1220); recombinant PMI enzyme, coupled fluorescence intensity; higher % means a stronger effect; 190,000 compounds, 0.66% hits; inhibition, % at 20 µM; hits with a dose series show IC50 in µM
M17LAP inhibition – P. falciparum M17LAP inhibitors, primary screen, biochemical, fluorogenic H-Leu-NHMec substrate, 1536-well (AID 1619); recombinant M17LAP, H-Leu-NHMec fluorogenic kinetic assay; higher % means a stronger effect; inhibition, % at 30 µM, or IC50 in µM where a hit was titrated; 220,000 compounds, 0.38% hits;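 active = compound inhibiting the enzyme by more than half at any dose during confirmatory dose-response retesting; inconclusive = strong single-dose inhibitors picked by rank but not retested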;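 note: plate controls were full reaction with DMSO carrier for no effect and no enzyme background for full effect; strong numbers were not always called active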
XIAP antagonists – small molecules displacing peptide from XIAP – biochemical, IAP family, fluorescence polarization (AID 1018); XIAP BIR domain, fluorescence polarization peptide displacement; higher % means a stronger effect; displacement, % at 20 µM; hits with a dose series show IC50 in µM; 200,000 compounds, 0.007% hits; in the data active = displacement above about 50%; note: a part of the inactive calls stands beside numbers as strong as those of hits
Dynein transport – dynein cargo transport inhibition; 3617.4 mouse cells, GR-EGFP nuclear translocation imaging; test concentration mostly 20 µM; stimulated with dexamethasone, 1 µM; hits give low values; z-score, hits read low; 220,000 compounds, 0.47% hits; AID 1381;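 active = plate z-score of nuclear minus cytoplasmic receptor signal below a set negative limit, without overly bright fluorescence or cell loss, cut at about -3.5 in these data, passing the limit was not always enough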;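 note: z-score of nuclear minus cytoplasmic ring GR-EGFP intensity difference per well; some compounds called inactive have numbers as strong as hits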
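Buffer or medium: tet-free, stripped-serum medium; reagent: dexamethasone at 1.0 µM final, 30 min; incubation: 48 h induction, 1 h compound, 30 min dex at 37 °C; measured by: formaldehyde fixation, Hoechst nuclear stain, 10x automated fluorescence imaging; read-out: nuclear-to-cytoplasmic GR-EGFP distribution per well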
Dynein transport cytoplasmic EGFP – also measured in Dynein transport; calls as there; z-score; measured here: cytoplasmic GR-EGFP intensity; hits give high values
Dynein transport nuclear GR-EGFP – recorded beside Dynein transport, whose call it bears; z-score; measured here: nuclear GR-EGFP intensity;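 lower value marks the stronger effect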
Dynein transport cell count – also measured in Dynein transport; calls as there; z-score; measured here: cell count per field
Active calls of the source: *; ? = inconclusive; / = not tested or not shown. Cut-off read from the data, not from the text of the source, unless noted: active = inhibition above about 50%; inactive = the rest. Only part of the results is shown, so the mix of outcomes need not match the whole.

Molecule	LYP inhibition	M1AAP inhibition	SIAH1 antagonists	AID2073	human PMI inhibition	human PMI inhibitors	M17LAP inhibition	XIAP antagonists	Dynein transport	Dynein transport cytoplasmic EGFP	Dynein transport nuclear GR-EGFP	Dynein transport cell count
CSc1ncc(Cl)c(C(=O)O)n1 (tested in a mixture with another compound)	-4%	-2%	4%	-9%	1%	-2%	-4%	0.6%	-1.1	-0.35	-0.49	0.57
CC(=O)Nc1ccccc1OC(=O)N(C)C	-2%	6%	2%	8%	7%	4%	-13%	-1.3%	-0.89	-0.061	-0.37	0.84
CCCC1(CCC)C(=O)NC(=NCc2ccccc2)NC1=O	-2%	13%	-2%	-8%	7%	14%	6%	-1.6%	-1	-0.28	-0.31	0.44
O=c1c2ccccc2nc(Cc2ccccc2)n1-c1ccc(O)cc1	4%	0%	-1%	8%	6%	-6%	-11%	-5.8%	1.4	-0.042	1.3	-2
CN(C(=O)Oc1cccc2cccnc12)c1ccccc1	-2%	-4%	-2%	1%	2%	14%	12%	-3.7%	-0.42	-0.2	-0.093	0.94
COc1ccc(Cn2c(O)c(/C=N/NC(=O)c3ccncc3)c(=O)[nH]c2=O)cc1	0%	1%	9%	12%	/	/	25%	/	0.45	-0.11	0.15	-0.077
O=C(Cc1ccccc1)NC(Oc1ccccc1Cl)C(Cl)(Cl)Cl (stereo unspecified)	-3%	12%	-6%	0%	4%	-8%	3%	-14%	-0.53	-0.29	-0.41	1.1
CN1C(=O)C(=Cc2ccc(SC3CCCCC3)o2)C(=O)N(C)C1=O	1%	4%	3%	42%	-22%	-36%	3%	-12%	0.38	-0.23	0.22	-0.2
CC1=NN(c2ccccc2)C(=O)C1/C=C1/C(=O)NC(=O)N(c2cc(C)cc(C)c2)C1=O (stereo unspecified)	-4%	6%	5%	-2%	-8%	-8%	17%	-2.9%	-0.036	-0.23	0.36	0.59
CCOc1c(Cl)cc(CNC(C)C(O)c2ccccc2)cc1OC (stereo unspecified)	5%	1%	2%	5%	2%	5%	19%	-3.2%	0.3	-0.00091	0.94	-0.97
CC12CN3CC(c4ccccc4)(CN(C1)C31CCCCC1)C2=O	0%	3%	3%	0%	8%	1%	1%	-3.8%	-0.36	0.056	-0.34	1.5
CCCC(C)n1[nH]c(=O)c2c1NC(=O)CSC2c1ccc(OC)c(OC)c1 (stereo unspecified)	-2%	5%	0%	-10%	8%	5%	9%	-3.2%	-1	-0.23	-0.54	0.073
O=C(COc1ccc(Cl)cc1)N(c1ccccc1Cl)C1CN2CCC1CC2 (stereo unspecified)	-7%	-3%	-6%	1%	/	/	4%	/	1.5	0.45	1.2	-1.7
CC1=CC(=O)C2=C(C)CC(O)C3C(C)C(=O)OC3C12 (stereo unspecified)	-6%	11%	-4%	5%	-5%	-7%	10%	-2.0%	-0.029	-0.34	0.13	0.14
NC(Cc1ccccc1)c1nc(-c2ccccc2)no1 (stereo unspecified)	-7%	2%	13%	-4%	/	/	-2%	/	-0.59	-0.76	-0.51	-0.16
CSc1nc(N)c(N=Nc2ccc([As](=O)(O)O)cc2)c(=O)[nH]1	-2%	13%	16%	59%*	/	/	17%	/	-0.67	-0.24	-0.43	0.58
CN(C)C(=O)Oc1ccc(OC(=O)N(C)C)cc1	-9%	13%	0%	3%	-14%	-6%	2%	1.2%	1	1.6	0.71	-1.1
CC1CN(c2ccc([N+](=O)[O-])cc2Cl)CCN1 (stereo unspecified)	-2%	6%	0%	23%	19%	49%	4%	-7.7%	-0.37	0.82	-0.058	-0.37
O=C1C2CCCN2C(c2cccnc2)N1c1cccc(Cl)c1 (stereo unspecified)	-10%	4%	6%	7%	-4%	-1%	-1%	-4.7%	-0.79	-0.078	-0.37	0.22
NC(=S)N/N=C/c1coc2ccccc2c1=O	-4%	11%	3%	14%	22%	14%	15%	-9.2%	0.29	-0.14	0.16	0.45
Cc1ccc(S(=O)(=O)CC(=O)c2cc(C)c(OC(=O)N(C)C)c(C)c2)cc1	0%	8%	9%	-4%	-3%	0%	10%	-4.3%	0.041	-0.25	0.073	0.25
CCCCn1c(O)c(C(CC)=Nc2ccc(OCC)cc2)c(=O)[nH]c1=O	4%	-1%	2%	-7%	14%	8%	5%	0.9%	0.5	0.07	-0.35	-1.2
CCCCP(=O)(O)c1ccccc1	-3%	10%	13%	8%	-2%	0%	-1%	-7.6%	1.5	-0.2	0.65	-0.74
O=C(C1CC(=O)N(C2CCCCC2)C1)N1CCC2(CC1)OCCO2 (stereo unspecified)	-3%	-2%	-5%	12%	9%	1%	-4%	-6.0%	-0.33	-0.38	-0.26	1.1
CCC(C)n1c(O)c(/C=N/Nc2ccccc2)c(=O)[nH]c1=S (stereo unspecified)	2%	1%	-3%	-13%	-66%	-166%	22%	-6.7%	-0.092	-0.23	-0.27	-0.54
C=CCN1C(=O)NC(=O)/C(=C/c2cc3c4c(c2)CCCN4CCC3)C1=O	-5%	9%	14%	42%	10%	17%	45%	-1.6%	-0.13	-0.15	0.044	-0.42
CN1CCN(/N=C/c2c(O)n(Cc3ccc(F)cc3)c(=O)[nH]c2=O)CC1	-3%	3%	8%	0%	/	/	0%	/	-0.34	-0.26	-0.16	0.78
CCCCN1CCC(O)(c2ccccc2)C(C(=O)c2ccccc2)C1 (stereo unspecified)	-6%	4%	-5%	-4%	-8%	-12%	-7%	-0.5%	-0.85	-0.13	-0.61	0.4
O=C(c1cc(-c2cccnc2)nc2ccc(Cl)cc12)N1CCC2(CC1)OCCO2	3%	8%	1%	-4%	17%	14%	-6%	0.9%	3	-0.14	0.99	-1.5
CC(=O)Nc1cc(C(=O)N2CCC3(CC2)OCCO3)ccc1S(=O)(=O)c1ccc(Cl)cc1	-8%	0%	6%	-4%	2%	1%	-2%	-2.5%	-0.46	-0.49	-0.076	0.37
C/C(=N\NC(=O)c1ccncc1)c1c(O)n(-c2ccccc2)c(=O)[nH]c1=O	-4%	17%	2%	2%	/	/	20%	/	0.17	-0.21	0.065	-0.28
N#Cc1ccccc1Cn1cc(C(=O)c2ccccc2F)c2ccccc21	-4%	5%	8%	16%	18%	15%	-2%	-7.8%	-0.99	-0.31	-0.68	0.72
CN1CCC(N(C)c2nc(-c3ccccc3)nc3ccccc23)CC1	-3%	2%	4%	1%	15%	13%	10%	0.2%	3.5	0.22	1.8	-1.4
O=C(CN1CCCCC1)c1ccc2c(c1)OCO2	-9%	3%	-7%	?	/	/	1%	/	-0.61	-0.25	0.091	0.5
OCC#CC[N+]1(CC#Cc2ccccc2)CCOCC1	-8%	-14%	-2%	-1%	-3%	-1%	-3%	-3.9%	1.1	-0.18	0.93	-1.1
O=C1N=c2ccccc2=C/C1=C\c1c(O)[nH]c(=S)[nH]c1=O	-6%	17%	4%	46%	-50%	-114%	48%	-8.0%	0.39	-0.21	0.49	-0.71
COc1c(C)cc(C(=O)C2CCCN(C3CCOCC3)C2)cc1C (stereo unspecified)	-10%	-3%	-2%	10%	14%	9%	-6%	-5.2%	-0.14	-0.22	0.15	-0.38
CCOC(=O)c1c(C)n(Cc2ccccc2)c2ccc(OCC(O)CN3C(=O)CNC3=O)cc12 (stereo unspecified)	1%	6%	0%	11%	60%*	9%	-3%	-9.9%	0.17	-0.093	0.1	-0.56
O=c1c2ccccc2nc(CN2CCCCCC2)n1-c1ccc(F)cc1	-5%	8%	4%	10%	-9%	-22%	1%	-0.7%	-0.92	0.047	-0.37	-0.3
O=C(NC1CC1)C1CSC(c2cccnc2)=N1 (stereo unspecified)	-8%	-1%	6%	3%	-5%	2%	-1%	-4.8%	-0.44	-0.18	0.025	-0.35
CN(C)C(=O)Oc1cccc(OCc2n(C)c3ccccc3[n+]2C)c1	-3%	0%	3%	1%	3%	5%	3%	-4.5%	-0.36	-0.3	-0.5	1.1
O=c1c2ccccc2nc(/C=C/c2ccc(F)cc2)n1-c1ccccn1	-20%	-2%	3%	10%	/	/	-3%	/	-0.16	-0.12	-0.1	-1.5
COc1ccc(C(=O)C23CN4CN(CN(C4)C2)C3)cc1	-5%	-2%	4%	4%	-9%	0%	-1%	-1.8%	0.014	-0.14	0.072	0.092
CCn1c(O)c(C=Nc2ccc(S(N)(=O)=O)cc2)c(=O)[nH]c1=S	2%	5%	-2%	-17%	-37%	-68%	27%	-6.1%	-0.79	-0.29	-0.7	0.53
Cn1cc(C(=O)NP(=O)(N2CCOCC2)N2CCOCC2)c2ccccc21	-4%	-1%	2%	0%	0%	-2%	0%	-7.6%	-0.56	-0.34	-0.042	1.6
CN1CCN2c3ccc(N)cc3CC3(C(=O)NC(=O)NC3=O)C2C1 (stereo unspecified)	-8%	/	28%	-15%	/	/	/	/	-0.1	-0.25	0.48	0.35
O=c1[nH]c(O)c(C=NCCc2ccccc2)c(=O)[nH]1	-2%	1%	-4%	34%	/	/	-7%	/	0.42	-0.26	0.89	-0.16
Cc1ccc(N2C(=O)/C(=C/c3ccc(CN(CCC#N)S(C)(=O)=O)o3)C(=O)NC2=S)cc1	-2%	17%	-4%	-17%	-30%	-55%	36%	-9.8%	0.35	-0.24	-0.6	0.6
O=C(Cc1ccccc1)Oc1ccccc1N1C(=O)CCC1=O	0%	-12%	4%	0%	1%	0%	10%	-4.8%	0.0043	-0.28	-0.022	0.55
COc1ccc(-n2c(O)c(C=Nc3c(C)n(C)n(-c4ccccc4)c3=O)c(=O)[nH]c2=O)cc1	-8%	-1%	-1%	2%	2%	6%	-5%	-4.9%	-0.26	-0.14	0.29	1
CCCOc1ccc(N2C(=O)CC(N3CC=C(c4ccccc4)CC3)C2=O)cc1 (stereo unspecified)	2%	1%	3%	17%	-17%	3%	0%	-6.9%	-0.6	0.22	-0.036	0.36

Source: PubChem BioAssay
